Bioassay records deposited in PubChem BioAssay by several laboratories.
CHRM5 PAM – positive allosteric modulators of human muscarinic M5 receptor. hit rate 0.3% among 360,000. AID 624038. activation, % at 3 µM. CHO-K1 hM5, Fluo-8 calcium, ACh EC20 PAM; 0% = ACh EC20, 100% = ACh EC100. P08912;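 active = activation above the run cutoff, the mean activation of all test compounds plus 3 SD, cut at about 18% in these data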
Target sequence (P08912 whole entry, looked up): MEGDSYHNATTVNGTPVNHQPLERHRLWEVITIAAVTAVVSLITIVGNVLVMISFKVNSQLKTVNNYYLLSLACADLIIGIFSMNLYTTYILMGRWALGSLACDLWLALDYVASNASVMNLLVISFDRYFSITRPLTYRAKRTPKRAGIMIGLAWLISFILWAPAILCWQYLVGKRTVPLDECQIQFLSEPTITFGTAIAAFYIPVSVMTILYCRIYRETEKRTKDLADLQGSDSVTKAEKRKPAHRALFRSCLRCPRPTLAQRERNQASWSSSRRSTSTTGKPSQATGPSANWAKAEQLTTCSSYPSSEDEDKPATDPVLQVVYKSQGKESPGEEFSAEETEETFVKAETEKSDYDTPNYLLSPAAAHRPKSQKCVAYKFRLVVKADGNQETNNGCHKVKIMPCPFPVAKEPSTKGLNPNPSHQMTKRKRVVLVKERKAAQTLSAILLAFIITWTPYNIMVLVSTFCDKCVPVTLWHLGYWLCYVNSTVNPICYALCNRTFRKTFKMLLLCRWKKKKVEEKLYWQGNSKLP
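Assay system: CHO-K1 hM5 cells / Incubation: Fluo-8 loading 80 min at 37 °C plus 30 min room temperature / Technique: Fluo-8 calcium dye fluorescence, kinetic read / Repeats: single replicate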
CHRM5 agonist – CHRM5 agonism in calcium assay | activation, % at 3 µM | P08912 | CHO-K1 hM5 cells, Fluo-8 calcium fluorescence; 0% DMSO wells, 100% maximal acetylcholine response | hit rate 0.19% among 360,000;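 active = activation above the run's mean over test compounds plus 3 SD, cut at about 23% in these data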;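 also: signal is peak over basal fluorescence ratio across the kinetic read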
TAAR1 ag – agonists of human TAAR1; Q96RJ0; CHO RD-HGA16 TAAR1, Fluo-8 calcium fluorescence; vehicle wells 0%, saturating PEA agonist 100%; activation, % at 3 µM; hit rate 0.99% among 360,000;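 active = activation above the mean activation of all test compounds in the run plus 3 SD, cut at about 38% in these data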
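Assay system: CHO-derived RD-HGA16 cells with stable Gα16 and human TAAR1; timing: 17-24 h seeding, 75 min 37 °C dye, 30 min RT; read-out: % activation from peak over basal fluorescence ratio, DMSO-to-PEA scaled; measured by: kinetic Fluo-8 calcium fluorescence; benchmarks: low control DMSO, high control PEA (EC100); doses: 3 µM single concentration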
CHRM4 PAM – CHRM4 positive allosteric modulation | P08173 | CHO-K1 hM4/Gqi5, Fluo-8 calcium fluorescence, ACh EC20; 0% = ACh EC20, 100% = maximal ACh | activation, % at 3 µM | hit rate 0.4% among 360,000 | AID 624126;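 active = activation above its plate's cutoff, the mean activation of sample wells plus 3 SD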; also: some results filed as inactive read as strong as hits
Target sequence (P08173 whole entry, looked up): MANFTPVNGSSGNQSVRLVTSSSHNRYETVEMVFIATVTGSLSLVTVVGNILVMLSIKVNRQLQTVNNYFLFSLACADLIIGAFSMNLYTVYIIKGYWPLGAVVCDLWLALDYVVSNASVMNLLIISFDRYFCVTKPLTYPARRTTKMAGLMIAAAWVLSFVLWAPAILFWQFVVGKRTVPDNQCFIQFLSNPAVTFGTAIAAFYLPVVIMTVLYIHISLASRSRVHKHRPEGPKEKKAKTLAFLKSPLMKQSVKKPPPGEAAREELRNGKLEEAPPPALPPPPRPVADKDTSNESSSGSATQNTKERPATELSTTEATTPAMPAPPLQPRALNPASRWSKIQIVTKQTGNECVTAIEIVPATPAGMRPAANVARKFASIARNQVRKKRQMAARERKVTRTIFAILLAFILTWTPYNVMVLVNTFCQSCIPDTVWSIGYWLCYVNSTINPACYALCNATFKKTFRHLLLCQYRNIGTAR
CHRM5 antagonist – blocks acetylcholine activation of human M5 receptor. inhibition, % at 3 µM. hit rate 0.59% among 360,000. CHO-hM5 cells, Fluo-8 calcium fluorescence, ACh EC80. P08912;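 active = inhibition above a per-plate cutoff, the mean of that plate's test compounds plus 3 SD, cut at about 27% in these data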;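 also: 0% = acetylcholine EC80 with DMSO and 100% = DMSO without agonist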
M1 PAM parental – nonselective activator or artifact in parental CHO-K1 calcium assay; ATP EC20, Fluo-8 calcium fluorescence; 0% at ATP EC20, 100% at ATP max; activation, % at 3 µM; hit rate 0.02% among 360,000; AID 602247;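 active = activation above the run cutoff, the mean activation of all test compounds plus 3 SD, cut at about 40% in these data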;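 also: peak over basal fluorescence ratio in a 140 s read after ATP addition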
TAAR1 antag – antagonists of human TAAR1; CHO RD-HGA16 TAAR1, Fluo-8 calcium fluorescence, antagonist; inhibition, % at 3 µM; hit rate 1.5% among 360,000; Q96RJ0; AID 624466;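 active = inhibition above a per-plate cutoff, the mean inhibition of test compounds on that plate plus 3 SD, cut at about 49% in these data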;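 also: 0% = DMSO plus EC80 beta-PEA response and 100% = DMSO alone without agonist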
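Material: RD-HGA16 CHO cells with stable hTAAR1 and Gα16; Dosing: single nominal final test compound concentration of 3 µM; Schedule: seeding 17-24 h prior, 75-min 37 °C, 30-min RT dye loading; Detection: kinetic Fluo-8 calcium fluorescence measurement; Measure: % inhibition from peak post-agonist over basal fluorescence ratio; Benchmarks: vehicle and agonist controls.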
CRFBP-R2 agonist – CRF-BP/CRF-R2 complex agonism; HEK293 CRF-R2/CRF-BP, calcium dye fluorescence (FLIPR); percent of saturating CRF peptide response; activation, % at 13.2 µM; hit rate 0.46% among 350,000; AID 588473;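 active = activation of at least 50%, plus an integration ratio under a set limit after plate pattern correction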;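 also: plate controls were neutral control wells without compound for no effect and CRF at EC100 for full effect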
CRFBP-R2 block – CRF-BP/CRF-R2 complex antagonism | inhibition, % at 11.8 µM | AID 588475 | HEK293 CRF-R2/CRF-BP, CRF-induced calcium fluorescence | hit rate 0.59% among 350,000;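 active = inhibition of the ligand-induced calcium signal above about 50% at the single tested concentration, limit read from the data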
Numbers without * were called inactive; nt = no result given.

SMILES	CHRM5 PAM	CHRM5 agonist	TAAR1 ag	CHRM4 PAM	CHRM5 antagonist	M1 PAM parental	TAAR1 antag	CRFBP-R2 agonist	CRFBP-R2 block
O=C(Nc1ncccc1O)c1cccc(S(=O)(=O)N2CCCC2)c1	-2.9	-2.7	1.7	7.1	-0.3	-12.1	-18.7	-0.6	1.9
O=C(COC(=O)Cc1ccc(S(=O)(=O)N2CCOCC2)s1)Nc1ccc2c(c1)OCO2	-7.0	-2.0	8.3	-3.5	-2.8	8.2	7.3	-0.3	-8.7
Cc1ccc[n+](CC(=O)Nc2cccc([N+](=O)[O-])c2)c1	3.6	0.0	9.5	1.9	-1.9	-12.5	3.7	-1.8	11.3
COc1cccc(-c2cnc(C(O)c3cc(F)cc(Cl)c3)[nH]2)c1 (stereo not given)	-6.9	4.6	12.9	-4.7	5.7	18.4	17.7	nt	nt
N=C1/C(=C\c2ccc(-c3cccc(C(=O)O)c3)o2)C(=O)N=C2SC=C(c3ccccc3)N12	-10.7	5.0	11.4	-0.3	10.4	-6.5	75.7*	29.3	-20.9
CCn1cnc2c1c(=O)n(CC(=O)OC(C)C(N)=O)c(=O)n2Cc1ccccc1 (stereo not given)	-5.9	-3.9	3.8	6.2	17.6	15.0	-38.7	0.1	-1.8
Cc1cccc(/C=N/NC(=O)Cn2nccc2C)n1	-1.7	-2.6	1.1	-2.1	2.6	23.8	-10.6	-0.1	4.1
COc1ccc(Cl)c(-c2cc(C(=O)Nc3ccccc3)[nH]n2)c1	-6.9	1.9	4.7	-4.6	3.9	-1.9	28.5	nt	nt
COc1cccc(-c2nc(CN3CCN(C(=O)c4ccco4)CC3)c(C)o2)c1OC	4.0	0.4	0.6	3.9	-2.5	25.8	-13.7	0.5	11.3
CCOCCCNC(=O)c1cc(Nc2ccc(OC)cc2OC)nc2ccccc12	-5.0	-2.9	7.5	-4.4	-2.1	16.7	-3.2	1.3	-10.5
Cc1ccc(C(=O)CN(C(=O)c2ccc(Cl)c(Cl)c2)N2C(=O)C3CCCCC3C2=O)cc1 (stereo not given)	-6.1	-1.8	7.0	-3.6	-1.3	24.0	0.8	0.7	-25.1
NC(N)=NC1=NC(=O)/C(=C/c2ccccc2-n2cccn2)S1	-0.7	3.0	-0.3	-0.3	8.9	-9.3	-28.1	0.1	-7.5
CC(C)NC(=O)COC(=O)c1ccccc1Oc1ccccc1	-19.1	-10.5	1.6	1.5	-8.9	8.0	15.5	-1.2	-6.6
Cc1cc(O)cc(=O)n1CCc1ccccc1	-1.5	4.6	1.4	-3.3	2.8	2.5	-3.2	-1.4	6.6
Cc1ccc(NC(=O)Cn2nc(C)c([N+](=O)[O-])c2C)cc1C	0.4	-0.5	0.7	-1.8	15.4	6.7	-14.8	-0.8	-9.8
CCOC(=O)c1sc(/N=C/C2=C(O)CC(C)(C)CC2=O)c(C(=O)OCC)c1C	0.8	-4.8	-0.4	-4.6	3.0	-0.4	2.1	0.0	-7.6
CC1CC(=O)c2cnc(Nc3cccc(C(F)(F)F)c3)nc2C1 (stereo not given)	1.5	-6.4	9.5	16.7	-10.7	14.2	-9.1	0.9	-19.4
CCOC(=O)C1CCN(Cc2cc(C(C)C)c(O)c(C(C)C)c2)CC1	-0.3	-4.5	1.0	2.6	-1.3	-9.5	-4.4	1.8	-15.7
CC(NC(=O)NC(=O)c1ccc(Cl)cc1)c1ccccc1 (stereo not given)	-0.1	-2.8	1.4	4.2	3.9	-1.1	1.2	1.4	-31.8
O=C(NC1CCCCC1)C(c1cccnc1)N(C(=O)CCl)c1cccc(Cl)c1 (stereo not given)	-9.7	-2.8	-0.4	-6.4	9.1	8.4	-4.7	-0.2	-15.4
Cc1c[n+]([O-])n(-c2ccc(C(=O)O)cc2)n1	-2.3	-0.4	14.8	5.3	-7.8	14.9	-6.2	-0.5	-1.4
Cc1ccccc1-c1cnc2c(c1)C(=O)N([C@@H](C)CO)C[C@@H](C)[C@H](CN(C)Cc1ccccc1F)O2	1.9	-1.1	-1.5	-0.8	-1.5	20.1	-13.6	-1.0	-13.8
CSc1ccccc1OCc1cc(C(=O)N(C)C(C)c2nc(C)cs2)no1 (stereo not given)	-7.2	-2.3	3.8	-9.4	5.8	-17.4	11.1	-0.2	8.3
Cc1nc2ccccc2nc1SCC(=O)c1ccccc1	-16.8	3.8	2.7	-5.8	23.1	12.6	13.0	-1.2	1.9
COc1cc(C(=O)OCC(=O)NC2CCCCC2)cc(OC)c1OC	-4.8	1.6	0.1	1.4	6.0	9.6	-26.0	-1.2	-3.6
COc1cccc(C(=O)Cn2c(N3CCCCC3)nc3c2c(=O)n(C)c(=O)n3C)c1	-0.1	3.0	8.0	6.4	3.8	10.4	17.3	0.9	-5.3
NS(=O)(=O)c1ccc(CCNC(=O)CSc2nc3ccsc3c(=O)n2CC(=O)O)cc1	-2.2	-1.0	0.4	-1.4	7.6	17.8	-1.8	-1.3	-4.0
CC(C)CCn1c(=O)c2ccccc2n2c(CN3CCCC3)nnc12	1.1	-3.3	0.5	3.1	4.2	12.9	5.1	-1.9	1.0
C#Cc1cccc(Nc2nc(NCc3ccccc3)nc3ccsc23)c1	-17.9	3.0	8.6	-11.2	23.1	3.5	38.3	nt	nt
O=C(CN1C(=O)c2ccccc2S1(=O)=O)NCc1cccs1	2.8	-4.2	0.6	4.5	-2.4	10.1	-4.5	-0.4	-7.6
CC(=O)N1CCc2c(sc(NC(=O)Cc3ccc(C)cc3C)c2C#N)C1	-2.1	-2.4	0.3	4.1	6.3	5.7	-14.2	0.3	-2.1
Cc1cc(OCCCC(=O)Nc2nnc(C3CC3)s2)ccc1Cl	7.8	-1.4	0.3	19.6	10.2	6.1	-21.3	0.8	-4.6
CCN(CC)C(=O)[C@H]1C[C@H](CC(=O)NCCCOC)C(=O)N2CCc3c([nH]c4cc(CCC(=O)N(C)C)ccc34)[C@]12C	-3.5	-0.4	1.7	-5.3	5.3	13.3	-12.5	-2.8	-5.7
NC(=O)C1CCN(c2nc(-c3ccc4c(c3)OCCO4)cs2)CC1	nt	nt	1.6	nt	nt	nt	0.1	-1.2	-0.2
C=CCC1(O)C(=O)N2C(=C1C(=O)N1CCOCC1)c1ccccc1CC2(C)C (stereo not given)	-5.1	6.1	12.2	11.3	7.0	11.1	4.7	1.3	-27.8
Cc1nnc(SCC(=O)NC2CCS(=O)(=O)C2)n1-c1ccccc1 (stereo not given)	1.5	-3.1	5.2	10.6	4.1	4.8	-14.8	-1.4	-0.1
CCCCC1=CC2=CC(=O)C(C)(OC(=O)CC)C(=O)C2=CN1CCCOC(C)C (stereo not given)	0.1	4.5	2.6	-3.9	4.0	20.0	-8.5	4.7	-5.2
CCOc1cc(/C=N\O)cc(Cl)c1OCC	-2.0	-3.1	0.7	-0.7	0.6	-4.2	-12.9	-1.0	-6.5
Cc1cccc(C(=O)NC(C)C2CC3CCC2C3)c1 (stereo not given)	-0.6	-6.8	-1.0	6.2	8.2	17.3	-2.9	-2.7	6.8
CCOc1ccc(S(=O)(=O)N2CCC(C(=O)NC3CCCC3)CC2)cc1	0.7	-3.0	6.0	-0.4	0.8	12.6	-30.1	-0.4	1.1
Cc1cccc(NC(=S)N2CCn3cccc3C2c2cccnc2)c1 (stereo not given)	3.4	-1.7	1.6	-0.6	0.9	12.2	-14.9	1.1	-6.0
CCCCCCCCNS(=O)(=O)CCNC1CC1	1.9	-0.6	1.0	4.7	-2.9	-0.7	-2.0	0.5	-4.6
CC1CCC(NC(=O)CCNC(=O)c2ccc(Br)cc2)CC1 (stereo not given)	-0.1	0.2	0.2	19.6	4.0	14.5	-9.6	-0.5	-0.2
N#C/C(=C\c1cccn1S(=O)(=O)c1ccccc1)S(=O)(=O)c1ccc(F)cc1	-1.2	-2.5	0.6	-3.6	0.4	3.7	-30.8	nt	nt
Cc1ccc(C(=O)Nc2cc(=O)n(C)c(=O)n2C)o1	-2.1	0.4	2.7	-1.4	-0.8	14.7	-2.7	-1.7	4.7
CCOC(=O)N1CCN(Cc2ccc(OCC(O)CN3CCCCC3)cc2)CC1 (stereo not given)	6.7	0.3	0.2	-6.5	-2.4	7.9	-16.4	0.4	1.0
Cc1ccc2c(c1)C(c1ccccc1)N(C(=O)c1ccccc1)CC(=O)N2 (stereo not given)	-5.0	0.0	2.1	-8.6	2.4	3.7	-4.7	1.3	-21.8
CCn1c(SCCOc2ccc(OC)cc2)nnc1C(CO)NC(=O)c1ccc(OC)cc1 (stereo not given)	-4.9	-2.7	4.2	12.3	18.5	-10.4	-27.3	2.3	-29.1
CCCCc1ccc(NC(=O)C(=O)NCCN2CCN(C(=O)c3ccc([N+](=O)[O-])cc3)CC2)cc1	-7.0	1.9	-4.6	-3.7	15.6	4.2	3.3	-0.8	-6.4
O=C(CSCc1cccs1)N1CCCC1	1.4	-0.2	-0.7	3.6	-3.8	9.0	-2.8	-2.6	11.5
Cc1ccccc1NC(=S)N(C)Cc1cn(C)c2ccccc12	-4.4	-4.1	-1.0	-1.6	-3.4	11.3	2.5	-2.3	20.7
CCOC(=O)C1=C(C)NC2=C(C(=O)CCC2)C1c1coc2ccccc2c1=O (stereo not given)	-0.7	-1.9	0.6	-4.4	-1.8	5.8	-19.2	-0.9	6.2
CCOC(=O)c1sc2nc(C)nc(NCc3ccccc3)c2c1C	1.8	-3.3	4.0	-3.2	0.6	-3.5	-7.8	-0.1	-13.5
CCCN(CCC)C(=O)CC(c1ccccc1)C1CCOC(C)(C)C1 (stereo not given)	4.5	6.4	1.4	11.8	-1.5	19.4	3.7	-0.8	14.8
CCOC(=O)CNC(=O)C(CC(C)C)NC(=O)C1CCCCC1 (stereo not given)	-7.0	-9.8	15.2	11.5	6.9	6.2	-7.4	0.4	-5.7
N#Cc1cccc(NC(=O)c2ccccc2C(=O)O)c1	-7.6	0.2	0.2	5.3	0.9	7.0	-1.4	-0.7	4.8

Compound profiles (already shown). Order of screens: CHRM5 PAM	CHRM5 agonist	TAAR1 ag	CHRM4 PAM	CHRM5 antagonist	M1 PAM parental	TAAR1 antag	CRFBP-R2 agonist	CRFBP-R2 block
Listed for `CCCN(CCC)C(=O)CC(c1ccccc1)C1CCOC(C)(C)C1` (stereo not given) : 4.5	6.4	1.4	11.8	-1.5	19.4	3.7	-0.8	14.8
Listed for `Cc1ccccc1NC(=S)N(C)Cc1cn(C)c2ccccc12` : -4.4	-4.1	-1.0	-1.6	-3.4	11.3	2.5	-2.3	20.7
Listed for `CCOC(=O)C1=C(C)NC2=C(C(=O)CCC2)C1c1coc2ccccc2c1=O` (stereo not given) : -0.7	-1.9	0.6	-4.4	-1.8	5.8	-19.2	-0.9	6.2
